HSF-1 act = HSF-1 activators, primary screen, NIH3T3-HGL cells, MG132 stress, luminescence, single point; NIH3T3-HGL HSF-1 luciferase reporter, 8 h; 100% = twice DMSO control signal; activation, % at 9 µM; 1.7% of 300,000 active;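 active means mean replicate activation of at least 50% with a set share of replicates each reaching 50%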;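 further: 0% = median of the neutral control wells and 100% = twice that signal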
AI-2 QS mod = Vibrio harveyi AI-2 quorum sensing modulators, primary screen, JMH597 strain, luminescence/OD600 ratio; AID 2094, 2009; activity change, % at 7.5 µM; 0.4% of 300,000 active; Vibrio harveyi JMH597 AI-2 luminescence/OD600 ratio, 9 h; active compounds read low; strain lacks LuxN and CqsS sensors; 0 = neutral-control median; in the data active means activity change below about -75%, passing the limit was not always enough;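 further: luminescence divided by OD600 gain over 9 h not by final OD600 alone; inactives centre near 13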
aSyn 5UTR inh = MLPCN primary screen, SNCA 5' untranslated region; inhibition, % (tested at 7.5 µM); 0.82% of 300,000 active; alpha-synuclein 5'UTR reporter, inhibitor activity; in the data active means inhibition above about 60%;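 further: H4 neuroglioblastoma cells stably carrying SNCA 5'UTR luciferase fusion; 0% = DMSO wells and 100% = positive control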
KLF5 inhibitor = KLF5 expression inhibitors, primary screen, DLD-1 cells, luminescence; inhibition, % at 5 µM; AID 1700, 2009; DLD-1 KLF5 promoter-luciferase reporter; 0.23% of 290,000 active;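 active means inhibition above a per-plate limit of that plate's mean compound inhibition plus 3 SD, cut at about 60% in these data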;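 further: 0% = DMSO wells and 100% = LY294002 at 200 µM; higher means less KLF5 promoter-driven luciferase light; inactives centre near -14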
PolyA inhibitor = polyadenylation inhibitors in yeast reporter cells, primary screen, luminescence, S. cerevisiae. calls only at 12 µM. 0.02% of 300,000 active. S. cerevisiae SKY197-pL101 polyadenylation reporter, beta-gal luminescence; efflux-impaired pdr1/pdr3 knockout yeast; score 100 = 6 SD above DMSO;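 active means lowest replicate activity score at least 50, where 100 means six control SD above control mean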;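 further: yeast exposed to compound for 9 h at 30 °C; higher score means more reporter readthrough which indicates perturbed polyadenylation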
GSK3B inh = human GSK3beta kinase inhibitors, primary screen, biochemical, cell-free homogeneous, HTS. GST-GSK3beta kinase, ADP-Glo luminescence, 60 min; active compounds read low. activity score (negative = inhibition), % at 10 µM. Glycogen synthase kinase-3 beta (Homo sapiens), P49841. 0.038% of 300,000 active;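 active means more than half of replicate wells score below -50%, meaning over 50% inhibition versus plate controls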;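 further: 0% = median DMSO wells and -100% = median GW8510 positive control wells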
Target sequence (P49841 whole entry, looked up): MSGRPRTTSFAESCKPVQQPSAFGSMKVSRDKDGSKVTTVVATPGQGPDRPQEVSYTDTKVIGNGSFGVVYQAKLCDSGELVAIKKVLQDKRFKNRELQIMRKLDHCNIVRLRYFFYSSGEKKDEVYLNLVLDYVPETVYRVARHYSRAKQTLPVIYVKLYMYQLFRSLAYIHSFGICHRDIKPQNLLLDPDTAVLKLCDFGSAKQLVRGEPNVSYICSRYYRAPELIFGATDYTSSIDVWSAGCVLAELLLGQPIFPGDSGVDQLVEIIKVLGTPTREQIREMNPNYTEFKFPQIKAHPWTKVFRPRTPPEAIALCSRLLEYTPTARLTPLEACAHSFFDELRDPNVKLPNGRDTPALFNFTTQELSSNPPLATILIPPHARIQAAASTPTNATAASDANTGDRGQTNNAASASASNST
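Test system: GST-fused GSK3beta enzyme, cell-free | Quantity: 1.6 ng GST-GSK3beta enzyme per well | Reagent: 25 µM ATP with peptide substrate | Schedule: 60 min enzyme reaction, room temperature | Signal: Luminescent ADP-Glo measurement of ADP formed | Read-out basis: Score relative to plate controls | Control set: DMSO and 20 µM GW8510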
HSP90 inh = HSP90 inhibitors, primary screen, cell lysate, luminescence. Heat shock protein HSP 90 (rabbit reticulocyte lysate; luciferase refolding). 0.91% of 290,000 active. Rabbit reticulocyte lysate, luciferase refolding luminescence, 3 h. AID 1789, 2009. inhibition, % at 5.6 µM;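 active means inhibition above the screen-wide mean plus 3 SD, computed separately per campaign, cut at about 16% in these data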;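 further: 0% = DMSO wells and 100% = 60 µM geldanamycin wells; inhibitors lower the luminescence because luciferase stays unfolded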
IEC-6 tox = cytotoxicity in IEC-6 intestinal epithelial cells, primary screen, cytotoxicity control for KLF5 inhibitor project, cell-based, luminescence. inhibition, % at 5 µM. IEC-6 cytotoxicity, luminescence viability. 0.78% of 290,000 active; in the data active means inhibition above about 22%;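 further: 0% = plate median of test compound wells and 100% = cytotoxic reference compound wells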
HSF1 inhib = HSF1 inhibitors in luciferase reporter cells, primary screen, cell-based, NIH3T3, luminescence; NIH3T3-HGL HSE-luciferase, MG132-induced, luminescence 8 h; active compounds read low; activity change, negative = inhibition, % at 7.5 µM (by protocol); 0.77% of 300,000 active; AID 2098, 2009;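 active means more than half of replicate wells show activity change below -50%, luminescence cut by over half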;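 further: luciferase reports HSF-1 transcriptional activity via heat shock element; 0% = median of DMSO wells and -100% = zero luminescence signal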
GSK3A inh = blockers of GSK3A enzyme activity – biochemical, luminescence, cell-free homogeneous, HTS, primary screen; Glycogen synthase kinase-3 alpha (Homo sapiens), P49840; GSK-3 alpha kinase, ADP-Glo luminescence, 60 min; inhibition, % at 10 µM; 0.1% of 320,000 active; AID 2650, 2010;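 in the data active means inhibition above about 50%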;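 further: GST-tagged GSK-3 alpha with peptide substrate and 25 µM ATP; 0% = DMSO neutral wells and 100% = GW8510 positive control wells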
Target sequence (P49840 whole entry, looked up): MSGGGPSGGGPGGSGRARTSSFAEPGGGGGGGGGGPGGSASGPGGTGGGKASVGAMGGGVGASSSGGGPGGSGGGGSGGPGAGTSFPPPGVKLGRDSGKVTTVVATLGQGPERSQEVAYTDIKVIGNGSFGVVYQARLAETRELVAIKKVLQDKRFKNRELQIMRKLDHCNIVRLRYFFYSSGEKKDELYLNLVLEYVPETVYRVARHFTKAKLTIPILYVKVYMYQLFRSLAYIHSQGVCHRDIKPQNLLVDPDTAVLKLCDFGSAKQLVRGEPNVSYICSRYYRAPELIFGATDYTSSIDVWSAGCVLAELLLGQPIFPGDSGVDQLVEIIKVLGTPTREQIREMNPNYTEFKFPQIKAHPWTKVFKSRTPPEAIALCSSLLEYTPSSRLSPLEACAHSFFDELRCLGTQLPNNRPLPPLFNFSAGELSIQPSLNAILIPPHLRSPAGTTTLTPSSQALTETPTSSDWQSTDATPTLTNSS
Active calls of the source: *; i = inactive; . = no result given.

The line under a structure holds: HSF-1 act, AI-2 QS mod, aSyn 5UTR inh, KLF5 inhibitor, PolyA inhibitor, GSK3B inh, HSP90 inh, IEC-6 tox, HSF1 inhib, GSK3A inh
Cc1cc(C)c2nc(-c3ccccn3)cc(C(=O)Nn3cnnc3)c2c1
    1, 36, -13, -8, i, 0, -5, 0, -3, 0
COc1cc(-c2c(-c3ccc4c(c3)OCO4)noc2-c2ccsc2)ccc1F
    1, 26, -3, 7, i, 1, -5, -6, 8, -5
COc1cc(C2Nc3ccccc3C(=O)N2c2ccc3c(c2)OCCO3)ccc1OCC(C)C (stereo unspecified)
    48, 32, 50, 30, i, 1, 45*, 2, 20, 1
CCOc1cc2[nH]c(=O)n(Cc3ccc(C(=O)NCCOC)cc3)c(=O)c2cc1OCC
    3, 11, 12, -18, i, 2, -7, -2, 2, .
COc1cc2ccccc2cc1C(=O)N(CCN(C)C)c1nc2c(C)cccc2s1
    -6, 29, 4, -16, i, 1, -1, 3, 5, 4
CCOc1ccc(-c2nnc3ccc(SCC(=O)NCc4ccco4)nn23)cc1
    4, 6, -21, 7, i, 0, 3, -5, -5, -2
CCOc1ccc(S(=O)(=O)n2nnc3ccccc32)cc1C(C)C
    -8, -5, 9, -22, i, 2, -1, -2, -7, 11
CCOC(=O)C1CCN(c2ncnc3c2oc2ccc(Cl)cc23)CC1
    5, 27, -11, -1, i, -4, 4, 3, 3, -2
Cc1c(CCO)c(=O)n(-c2ccccc2)n1S(=O)(=O)c1ccc(Cl)cc1
    14, 32, 7, -39, ., 2, 4, -4, 1, -2
Cc1ccccc1C(=O)O/N=C(\c1ccccc1)c1ccccn1
    0, 3, 7, 11, i, -7, -3, -12, -3, 0
Cc1c(C(=O)NCc2ccccn2)oc2ccc(Br)cc12
    47, 27, -131, ., i, 0, ., ., 24, -3
COCCNC(=O)/C(C#N)=C/c1ccc(OCC(=O)NC2CCCCC2)cc1
    -1, 13, -6, -3, i, -1, 5, 4, -2, -1
Cc1ccc(O)c(O)c1
    27, 8, -26, ., i, -4, ., ., 21, -3
Cc1ccc(CNC(=O)CN(c2cccc([N+](=O)[O-])c2)S(C)(=O)=O)cc1
    10, 41, 8, -7, i, 1, -5, -2, -6, 3
O=C(NNc1cccc(Cl)n1)Nc1ccc(Cl)cc1
    77*, -7, 11, -17, i, 5, -11, -3, 33, -12
CC(=O)Nc1sc(C)c(C)c1C(=O)Nc1ccc(C)cc1
    10, 4, -66, -33, i, -2, -1, 4, 1, 0
CCn1nc(C(=O)Nc2cccc3ccccc23)c(Cl)c1Cl
    17, 7, -28, 0, i, 3, 0, 8, 6, 1
Cc1nn(-c2cc(N3CCCCC3)ccc2[N+](=O)[O-])c(=O)c2ccccc12
    -2, 26, 13, -28, i, 1, 0, 10, -9, -1
Cc1ccc(NC(=O)Nc2cccnc2)cc1Cl
    25, 17, -111, -107, i, -3, 0, 4, -1, 8
O=C(c1ccc2nc[nH]c2c1)N1CCc2ccccc2C1
    5, 20, 7, -15, i, 2, -3, 1, -2, -1
CC1=C(OC(=O)c2ccc(Br)cc2)C(C)(C)C(c2ccccc2)OC1=O (stereo unspecified)
    12, 9, -20, -5, i, -2, 8, 2, 1, -1
COc1ccccc1CNC(=O)N/C=C/c1ccc(Cl)cc1
    0, 12, -7, 8, i, 3, -2, 0, 6, 0
COCCCn1cn[nH]c1=S
    4, 27, 4, 1, i, -4, 2, 0, 6, -3
COc1cccc(NC(=O)CN(c2ccc3c(c2)OCO3)S(C)(=O)=O)c1
    14, 21, 5, -4, i, 1, 3, 5, 17, 0
COc1cccc2cc(C(=O)N(C)C3CCN(C)CC3)c(=O)oc12
    -11, 10, 9, -29, i, 4, -2, 1, -2, 1
CC(C)(C)OC(=O)N1CCCN(C(=O)Nc2ccc(C(F)(F)F)cc2)CC1
    -3, 30, 13, 4, i, 2, 7, 2, -4, -3
CCc1cccc(CC)c1NC(=S)NCCc1c(C)[nH]c2ccc(C)cc12
    5, 2, 9, 8, i, -1, 4, 8, -5, -12
COc1ccc(N2C(=O)CCC(C(=O)Nc3cccc(C)n3)C2c2ccc(OC)c(OC)c2)cc1 (stereo unspecified)
    5, 19, -14, -35, i, 0, -1, 1, 2, 2
Cn1c(=O)cc(OCCCC(=O)Nc2ccc3c(c2)OCCO3)c2ccccc21
    14, 25, -19, -44, i, 0, -2, -1, 2, -1
COCCCNC(=O)Cn1cc(/C=C(\C#N)C(=O)N2CCN(c3ccccc3)CC2)c2ccccc21
    16, -9, 7, 11, i, 1, 1, 0, 16, -5
CCOc1ccc(CCNC(=O)CS(=O)Cc2nc(-c3ccc(OC)cc3)oc2C)cc1OCC (stereo unspecified)
    -20, 21, 16, -6, i, 2, -2, -7, -1, 1
CCN(CC)S(=O)(=O)c1ccc(OC)nc1
    -5, 12, 8, 1, i, -1, 0, -4, -8, -1
O=C(O)CCc1nnc(SCC(=O)Nc2ccc(Cl)c(C(F)(F)F)c2)[nH]c1=O
    -12, 34, 4, -22, i, 3, 1, -6, -4, -4
Cc1cc(=O)oc2cc3c(cc12)OCCN3
    -22, 16, -11, -15, i, -3, 1, 4, -1, 1
CCCNC(=O)OC[C@H]1O[C@H](CCO/N=C(\C)CCN2CCc3nc(-c4ccccc4)c(-c4ccccc4)cc3C2)C=C[C@@H]1Oc1ccc(OC)cc1
    1, -12, 10, -10, i, -5, 1, 0, 21, .
COc1ccc(NC(=S)N2CCN(C/C=C/c3ccccc3)CC2)cc1OC
    -12, 5, 27, -15, i, 1, -3, -6, -3, 0
Cc1ccc(S(=O)(=O)N2CCCCC2)cc1
    3, 15, 1, -28, i, -2, -5, 1, -5, -1
O=C1NC(=Nc2ccccc2)S/C1=C\c1cccn1-c1ccccc1
    35, 14, -388, -7, i, 2, 4, 2, 5, .
Cc1cccc(C)c1NC(=O)CN1CCNCC1
    -16, 20, 5, -56, i, -1, -4, 0, -3, -3
CNC(=O)n1ccc(C(=O)N2CCCCC2)n1
    9, 17, 9, -19, i, 1, 1, -1, -4, 1
C[C@H](N)C(=O)N1CCC(C(=O)N[C@@H](Cc2ccccc2)C(=O)Nc2ccc(F)cc2)CC1
    16, 21, -31, -8, ., 2, -1, -2, 2, 1
O=C(NCCS(=O)(=O)N1CCN(c2ccc(F)cc2)CC1)c1ccc2c(c1)OCO2
    7, 27, -2, ., i, -3, ., ., 8, 0
Cc1ccc(NC(=O)Nc2ccccc2C(N)=O)cc1
    26, 13, -41, -16, i, 2, 5, -1, 6, 0
Cc1cc(C)cc(NC(=O)C2CCN(S(C)(=O)=O)CC2)c1
    -13, 1, 11, 2, i, -2, 2, -6, 1, -2
Nc1nc(C(c2ccccc2)c2ccccc2)cs1
    -14, 11, -9, -17, ., 2, -1, -1, -8, -1
COc1ccc(NC(=O)C(=O)NCCN2CCN(C(=O)C(c3ccccc3)c3ccccc3)CC2)cc1
    2, 8, 14, -4, i, 0, 0, 6, -6, 1
COc1ccc(NC(=O)NCc2ccncc2)cc1
    -7, 41, -20, -4, i, 2, -4, 1, -8, 0
COc1ccc(CCNc2oc(COc3ccccc3Cl)nc2C#N)cc1OC
    12, 16, -5, 1, i, 1, 0, 8, 12, -3
COCCN(C(=O)CC1C(=O)NCCN1Cc1ccc(-c2ccccc2)cc1)C(C)C (stereo unspecified)
    11, 10, 7, -24, i, 3, -2, -6, 2, .
COC(=O)C/C(C)=N/Nc1ccc(S(=O)(=O)N2CCCC2)cc1[N+](=O)[O-]
    8, 12, 1, -12, i, -2, 3, -1, 1, -2
O=C(O)c1nc(NCCc2ccccc2)ncc1Cl
    -14, 1, -6, -2, i, 7, 8, 1, -4, -4
COc1ccc(CCN(Cc2cccs2)S(=O)(=O)c2ccc(S(=O)(=O)N3CCC(C)CC3)cc2)cc1OC
    5, 21, 8, -2, i, 0, -5, 7, 0, -2
COc1cc(-c2noc(C)c2/C=C/c2ccc(N)cc2)cc(OC)c1OC
    -31, -1, 104*, 66*, i, 1, 5, 96*, -22, -6
CC1CCCC(NC(=O)CCNC(=O)c2ccccc2Cl)C1C (stereo unspecified)
    -4, 21, 12, ., i, -1, ., ., -2, 0
COc1ccc(CCNC(=O)c2cc(-c3cc(Cl)ccc3O)n[nH]2)cc1OC
    -14, 0, 18, 18, i, -2, -4, -1, 4, 3
C#CCNC(=O)C1=C[C@H](c2ccc(C(F)(F)F)cc2)C[C@H](OCc2ccc(CO)cc2)O1
    5, 10, -5, 0, i, -2, 12, 7, 1, -3
N/C(=N\OC(=O)c1csnn1)c1ccc(C(F)(F)F)cc1
    3, 3, -67, -56, i, 2, -8, 0, 7, 9
CCN(Cc1ccncc1)Cc1nc(-c2ccc(C(=O)OC)cc2)no1
    0, 7, 23, -4, i, 2, 0, 3, 5, -3
O=C(N1CCCCC1)N1CCN(c2ccc(Cl)cc2)CC1
    -38, -1, 19, -12, i, -1, 3, 4, -26, 1
O=C1NC(=O)C2(CCC(C(=O)O)C2)N1 (stereo unspecified)
    5, 8, 19, 18, i, 1, -1, -2, -8, -1

(more compounds)
The line under a structure holds: HSF-1 act, AI-2 QS mod, aSyn 5UTR inh, KLF5 inhibitor, PolyA inhibitor, GSK3B inh, HSP90 inh, IEC-6 tox, HSF1 inhib, GSK3A inh
COc1ccc(-c2cc(C(=O)N(C)Cc3ccccc3)c3ccccc3n2)cc1
    -22, -2, -20, -1, i, 0, 2, 1, -4, -1
COc1ccc(-c2noc(N3CCC(C(=O)NCCCN4CCC(C)CC4)CC3)n2)cc1
    -8, 31, -12, -13, i, -2, -7, 3, -6, 1
COc1cc2c(cc1OC)/C(=C/C(=O)c1ccc(C)cc1)NCC2
    -83, 30, 32, -17, i, 0, -1, 9, -80*, 0
O=C(c1ccco1)N1CCN(S(=O)(=O)c2cccs2)CC1
    9, 0, 17, 2, i, 2, -3, -11, -11, -6
CS(=O)(=O)N(CC(=O)N1CCCCCC1)c1ccc(Br)cc1
    2, 37, 10, -9, i, 1, 2, 4, -5, .
Cc1ccc(CN2CCNC(=O)C2CC(=O)N2CCN(c3ncccn3)CC2)o1 (stereo unspecified)
    -7, 23, -10, 0, i, 0, 3, -7, -4, 1
COc1ccccc1Nc1nc(-c2ccccc2)nc2ccccc12
    -17, 7, 18, -9, i, -2, 1, -1, -2, -2
CCCc1cc(C(=O)N/N=C/c2ccc(CC)s2)c2ccccc2n1
    7, 11, 10, 8, i, 1, 3, 19, -8, -4
CC1=CC(C)(C)C(C(=O)O)C(C(=O)O)C1 (stereo unspecified)
    -9, 14, 23, -7, i, -5, -1, -1, -4, 1

A portion of the library; rates above refer to the full screens.
